# ssDAF12 agonist: S. stercoralis DAF-12 nuclear receptor activators, primary screen, cell-based, luminescence, HEK293, GRIP1 co-expression, lit1-tk-luc; HEK293 ssDAF-12/GRIP1 lit1-tk-luc reporter; % of 3 µM dafachronic acid response; hit rate 1% among 370,000; activation, % at 6.8 µM; Nuclear hormone receptor DAF-12 (Strongyloides stercoralis); AID 652126, 2013;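 active means activation above the mean over all tested compounds plus 3 SD, cut at about 0.9% in these data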;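 further: 0% = DMSO-only wells and 100% = 3 µM delta7-dafachronic acid wells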
# DAX1 inh-1: DAX1 (NR0B1) inhibitors on StAR promoter, primary screen, cell-based, luminescence, SF-1 (NR5A1), full-length DAX-1; HEK293T StAR-luciferase reporter, SF-1/DAX-1 repression relief; hit rate 1.1% among 370,000; AID 652010, 2013; inhibition, % at 6.8 µM;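 active means inhibition above the mean over all tested compounds plus 3 SD, cut at about 3.6% in these data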;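 further: 0% = DAX-1 cells with DMSO and 100% = cells lacking DAX-1 with DMSO; higher inhibition means more luminescence from relief of DAX-1 repression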
# ADAM17 inh: ADAM17 inhibitors, primary screen, biochemical, QFRET | recombinant ADAM17, EDANS/DABCYL FRET peptide cleavage | inhibition, % at 6.95 µM | hit rate 0.83% among 370,000;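 active means inhibition above the mean of compounds lying between control limits plus 3 SD, set per campaign, cut at about 8.5% in these data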;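 further: 0% = DMSO-only wells as the low control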
# Target sequence (P78536 215-824 limits assumed): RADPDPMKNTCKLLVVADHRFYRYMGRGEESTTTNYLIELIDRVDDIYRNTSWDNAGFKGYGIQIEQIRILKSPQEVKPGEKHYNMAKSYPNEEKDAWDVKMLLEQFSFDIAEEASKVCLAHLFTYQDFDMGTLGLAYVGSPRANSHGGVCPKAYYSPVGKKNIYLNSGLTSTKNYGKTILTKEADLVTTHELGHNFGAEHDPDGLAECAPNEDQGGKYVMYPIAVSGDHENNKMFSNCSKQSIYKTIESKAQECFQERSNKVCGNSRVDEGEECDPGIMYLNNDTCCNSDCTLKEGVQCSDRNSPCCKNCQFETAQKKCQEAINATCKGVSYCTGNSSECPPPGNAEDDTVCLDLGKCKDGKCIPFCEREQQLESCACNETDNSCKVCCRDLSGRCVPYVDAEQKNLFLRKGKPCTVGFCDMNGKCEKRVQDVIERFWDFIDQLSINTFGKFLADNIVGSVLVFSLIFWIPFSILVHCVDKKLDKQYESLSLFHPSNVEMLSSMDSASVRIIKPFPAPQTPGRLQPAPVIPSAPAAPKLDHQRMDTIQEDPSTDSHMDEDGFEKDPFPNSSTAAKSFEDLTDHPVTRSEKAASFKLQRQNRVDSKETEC
# NR1D1 modulator: modulators of Rev-erb alpha DNA binding, primary screen, biochemical, FITC-DNA, fluorescence polarization, uHTS; Nuclear receptor subfamily 1 group D member 1 (Homo sapiens), P20393; Rev-erbα–FITC-DNA binding, 90 min; activity, % at 10 µM; hit rate 0.79% among 370,000; AID 1259318, 2017;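 active means activity above about 14%, limit read from the data; passing the limit was not always enough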;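 further: 0% = DMSO wells with 35 nM protein and 100% = DMSO wells with 750 nM protein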
# SMARCA2 activ: SMARCA2 (BRM) function activators, primary screen, cell-based, luminescence, high throughput; MG213 cells, MMTV-luciferase reporter, dexamethasone, overnight; AID 652017, 2013; hit rate 1% among 370,000; activation, % at 9.1 µM; in the data active means activation above about 7.8%;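 further: 0% = vehicle wells and 100% = reference activator wells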
# PLCg1 inh: PLC-gamma1 enzyme inhibitors, primary screen, biochemical, fluorescence, purified enzyme | 1-phosphatidylinositol 4,5-bisphosphate phosphodiesterase gamma-1 (Homo sapiens), P19174 | fluorogenic substrate | inhibition, % at 12.2 µM | hit rate 0.84% among 370,000; in the data active means inhibition above about 9.5%
# hgDAF-12 ag: H. glycines DAF-12 receptor agonists, primary screen, cell-based, luminescence, HEK293, GAL4 fusion, UAS-luciferase. Nuclear hormone receptor DAF-12 (Heterodera glycines), GAL4 fusion. HEK293 GAL4-hgDAF12 UAS-luciferase reporter, agonist luminescence; normalized to butyrate control. activation, % at 6.8 µM. hit rate 1.8% among 370,000. AID 687014, 2013;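 active means activation above a cutoff set at the mean of all screened compounds plus 3 SD, cut at about 10% in these data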;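 further: 0% = DMSO wells and 100% = sodium butyrate wells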
# PLCb3 inh: human PLC-beta3 inhibitors, primary screen, biochemical, fluorescence | Purified PLC-beta3, fluorogenic substrate | inhibition, % at 12.2 µM | hit rate 0.18% among 370,000; in the data active means inhibition above about 11%;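 further: 0% = median of compound wells on plate and 100% = full blocker control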
# hcDAF12 agonist: H. contortus DAF-12 nuclear receptor activators, primary screen, cell-based, luminescence, HEK293, lit1-tk-luc reporter; HEK293 hcDAF-12 lit1-tk-luc reporter; 0% DMSO, 100% Δ7-dafachronic acid; activation, % at 6.8 µM; hit rate 1.4% among 370,000;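 active means activation above the mean of all tested compounds plus 3 SD, cut at about 5.5% in these data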;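 further: 100% = response to 3 µM Δ7-dafachronic acid high control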
# MBD2 inh: inhibitors of MBD2 binding to methylated DNA, primary screen, biochemical, TR-FRET, DNA-binding domain, human; Methyl-CpG-binding domain protein 2 (Homo sapiens), Q9UBB5; MBD2 binding to methylated oligonucleotide; inhibition, % at 4.4 µM; hit rate 0.31% among 370,000; in the data active means inhibition above about 13%
# DAX1 inh-2: DAX1 (NR0B1) inhibitors, primary screen, cell-based, HEK293, Gal4-DAX1, luciferase luminescence; Nuclear receptor subfamily 0 group B member 1 (Homo sapiens), P51843; HEK293 Gal4-DAX1 luciferase reporter; inhibition, % at 6.75 µM; hit rate 0.99% among 340,000; AID 504766, 2011;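 active means inhibition above the mean over all tested compounds plus 3 SD, cut at about 4.2% in these data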;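 further: 0% = DAX1-transfected cells with DMSO and 100% = empty-vector control cells with DMSO; inhibition shows as a rise in luminescence from relieved DAX1 repression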
# Target sequence (P51843 207-470 limits assumed): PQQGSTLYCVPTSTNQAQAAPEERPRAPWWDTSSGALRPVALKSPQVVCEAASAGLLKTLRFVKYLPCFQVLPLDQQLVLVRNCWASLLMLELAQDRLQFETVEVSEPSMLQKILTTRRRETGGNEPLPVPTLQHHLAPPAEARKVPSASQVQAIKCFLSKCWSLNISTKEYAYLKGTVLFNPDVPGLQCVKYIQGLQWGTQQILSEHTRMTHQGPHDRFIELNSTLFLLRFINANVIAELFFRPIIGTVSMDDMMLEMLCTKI
# An asterisk follows results filed as active; nt = no result given.
SMILES,ssDAF12 agonist,DAX1 inh-1,ADAM17 inh,NR1D1 modulator,SMARCA2 activ,PLCg1 inh,hgDAF-12 ag,PLCb3 inh,hcDAF12 agonist,MBD2 inh,DAX1 inh-2
COC(=O)C1=C(C)N(Cc2ccccc2)C(=S)NC1c1cccc(Br)c1 (stereo not drawn),-1.2,1.0,5,2,1,2,4.9,1,0.7,0,nt
O=C(NCC1CCCN(Cc2ccc3c(c2)OCCO3)C1)c1ccc2c(c1)OCO2 (stereo not drawn),-0.7,-0.2,-1,0,-2,-1,-0.1,-4,3.6,1,-1.2
O=C(NCc1ccccc1Cl)C(=O)NCC(c1ccco1)N1CCOCC1 (stereo not drawn),-0.8,0.0,-1,2,-2,2,0.0,0,-0.8,-1,-0.7
CCCNC(=O)C1(C)CCN1C(=O)Cc1ccc(-c2ccccc2)cc1 (stereo not drawn),-1.9,-0.8,5,-3,-2,7,-2.5,3,-3.3,2,nt
COc1cc(C(=O)N(C)CC2CCN(CCc3cccc(C(F)(F)F)c3)CC2)ccc1C,-1.7,-0.8,-4,1,-2,-1,-5.6,0,-1.8,-1,-1.5
COc1ccc(S(=O)(=O)N2CCN(c3cnccn3)CC2)cc1OC,-0.9,0.5,-24,6,-3,-62,1.9,-88,-1.2,9,-1.6
Cc1[nH]n(-c2ccc([N+](=O)[O-])cc2)c(=O)c1C=NCCN1CCN(C(=O)C(C)C)CC1,0.0,1.0,1,0,1,1,5.2,1,-0.1,7,0.3
COc1ccc(NC(=O)c2cccc(C(=O)Nc3ccc(OC)cc3)n2)cc1,-1.3,0.6,0,1,1,0,-0.3,-6,1.1,-2,nt
CCN1CCC[C@H]1CNCCCn1cnc2c(SC)ncnc21,-1.1,0.2,1,-5,0,1,0.6,-1,-0.7,-1,0.5
COc1ccccc1-n1c(C)nc2cc(C(=O)O)ccc21,-1.1,0.1,-2,nt,4,-1,-0.3,0,0.9,2,0.4
CCCCOc1ccc(C(=O)NCC(=O)NCCOc2ccccc2)cc1,-0.2,1.4,-4,0,-1,-3,3.0,-6,1.3,0,-0.4
OCCN=C(c1ccccc1)C12CN3CN(CN(C3)C1)C2,-1.1,-1.2,0,8,-4,1,-0.4,3,-0.2,-3,-0.3
CCc1noc(C)c1C(=O)N1CCSC1=Nc1cccc(Cl)c1C,-0.6,0.7,-2,6,-3,4,-2.8,-5,0.3,-1,0.3
COCCNC(=O)C(=O)N/N=C(\C)CC(=O)Nc1cccc(C(F)(F)F)c1,-1.6,0.3,-1,-2,3,2,0.3,-3,-1.0,5,3.4
Cc1ccc(C)c(NCC(=O)c2ccc(Cl)cc2)c1,0.7,0.5,-8,4,6,-6,12*,-14,7.1*,4,-1.1
CC(/C=N/Nc1ncc(C)c(=O)[nH]1)=C\c1ccccc1,-1.9,-0.4,0,-1,0,-2,5.7,-4,0.8,-5,-0.1
O=C(NNS(=O)(=O)c1ccccc1)C1CCN(S(=O)(=O)c2ccccc2)CC1,-0.9,-0.6,-5,1,-4,0,0.0,-1,-1.9,2,-0.9
O=C(COc1ccc([N+](=O)[O-])cc1)NC(=O)NC1CCS(=O)(=O)C1 (stereo not drawn),-0.9,0.5,-1,3,2,1,-1.1,2,0.5,0,1.6
CN(/C=C/C(=C/C=[N+](C)c1ccccc1)OCCCS(=O)(=O)[O-])c1ccccc1,-0.7,0.6,1,-8,-1,-3,2.8,-2,3.8,-1,-0.7
CCOC(=O)C(C)n1cnc2c(nnn2Cc2ccc(Cl)cc2)c1=O (stereo not drawn),-0.4,0.5,-3,-6,-3,-1,0.4,-1,-1.5,1,0.4
CCOC(=O)c1cccc(NC(=O)C2CCN(c3ncnc4c3nc3n4CCCCC3)CC2)c1,-0.8,-0.2,0,1,-2,3,-1.9,-1,0.2,-2,1.3
CCOc1ccccc1NC(=O)C1C2C=CC(C2)C1C(=O)O (stereo not drawn),-1.5,0.1,-3,1,-2,0,2.0,0,-0.8,-5,0.1
COC(=O)c1cc2c(c3c4cc(C)ccc4n(C(=O)c4ccccc4)c13)C(=O)N(Cc1ccccc1)C2,-0.9,-1.2,-2,-1,-2,-14,-4.2,-22,-0.6,-2,nt
COC(=O)CSc1nnc(-c2ccc(NS(=O)(=O)c3c(C(C)C)cc(C(C)C)cc3C(C)C)cc2)o1,-1.8,1.0,8,-1,-4,-6,0.2,-11,0.0,-1,nt
COc1ccc(CCNS(=O)(=O)c2ccc3c(c2)OCCO3)cc1,-1.5,-0.4,0,-1,-3,3,-1.2,1,-1.3,1,-0.2
O=C(Cc1ccc(NC(=O)C2CCCN(C(=O)C3CC3)C2)cc1)Nc1cccc(C(=O)N2CCCCC2)c1 (stereo not drawn),0.0,-0.4,-9,4,-1,2,-0.4,-1,0.9,1,0.1
N#Cc1ccccc1OCC(=O)NNC(=O)CNC(=O)c1cccc(Br)c1,-0.8,0.9,-3,7,5,3,-0.9,-6,0.8,1,-0.4
COc1ccc(NC(=O)CCc2nc3ccccc3s2)c(OC)c1,-0.9,0.8,0,0,-2,0,0.0,3,0.2,-2,0.9
CC1CCN(c2nnc(-c3cccs3)c3ccccc23)CC1,-1.1,-0.2,1,-4,1,-17,1.2,-19,0.4,-2,-0.3
CCOc1cccc(C2/C(=C(/O)c3ccc4c(c3)CC(C)O4)C(=O)C(=O)N2Cc2cccnc2)c1 (stereo not drawn),-1.0,0.2,-7,0,-2,0,-1.9,-10,-0.7,-7,-0.1
CCOC(=O)c1ccc(NC(=O)Nc2ccc(Cl)cn2)cc1,-1.6,-0.1,2,-1,1,-2,0.7,2,1.6,-1,-0.1
N#C/C(=C\c1cn(CCOc2ccccc2)c2ccccc12)C(=O)NCC1CCCO1 (stereo not drawn),-2.3,-1.8,3,-2,-3,-4,-1.7,-10,-2.8,-5,-1.7
CCC(NC(=O)c1ccccc1NC(=O)c1ccccc1)C(=O)OC (stereo not drawn),-0.9,1.0,0,4,-1,2,1.3,0,-2.6,4,-0.7
CC(=O)Nc1c(C)nn(-c2ccc([N+](=O)[O-])cc2)c1C,-2.0,-0.9,0,5,-2,9,-0.5,-2,-0.9,-4,2.1
COc1ccc(C2CC(c3ccc([N+](=O)[O-])cc3)=NN2C(=O)c2ccccc2)cc1OC (stereo not drawn),-1.3,0.3,3,-7,-1,1,-1.7,0,-0.3,-3,-0.8
CCOc1ccc(C2CC(c3cccc(C)c3)n3nc(N)nc3N2)cc1 (stereo not drawn),-0.2,0.0,-19,0,-2,-18,3.2,-24,3.6,-5,0.3
CN(C)c1ccc(C=c2c3cc(O)ccc3n3c2cc(-c2ccccc2)[n+]3C)cc1,-1.4,-3.1,-9,22*,-8,-37,-0.9,-51,2.4,7,0.4
CSC(SC)=C(C(C)=O)C(=O)c1ccc(C)cc1,-1.0,0.2,1,8,3,4,-1.4,5,0.5,2,1.0
COc1ccc(C(CNC(=O)c2cc3ccccc3cc2O)N2CCOCC2)cc1 (stereo not drawn),-1.3,0.5,-9,6,2,-220,1.1,-250,0.1,5,0.2
CC(=O)N(C(C)=O)c1c(N2CCOCC2)c2ccccc2oc1=O,-1.3,-0.1,-1,-3,3,0,-0.9,-1,0.2,5,-0.2
CCc1ccc(NC(=O)CCCNC(=O)Cn2cnc3sc(C)c(C)c3c2=O)cc1,-1.5,-0.4,0,-7,-3,-1,-1.3,1,-0.6,3,-1.0
O=C(COC(=O)c1ccccc1Br)NC(=O)NCc1ccccc1,-1.3,1.7,1,4,-2,2,-0.1,-6,-0.8,1,-0.1
N=c1n(CCc2ccccc2)c2ccccc2n1Cc1ccccc1F,-1.1,-0.8,-4,2,-2,3,0.6,1,-1.8,2,1.1
O=C(NC(N1CCOCC1)C(Cl)(Cl)Cl)c1ccc(F)cc1 (stereo not drawn),-0.7,0.0,1,-5,-1,-1,0.6,1,-1.1,-1,-0.1
Cc1cc(C)c(C(=O)C(C)OC(=O)c2ccccn2)cc1C (stereo not drawn),-1.4,0.0,0,-1,2,-3,0.5,-3,-0.4,1,-0.1
O=C(NCCSCc1ccco1)Nc1ccccc1,-0.5,0.6,-1,1,1,3,2.4,2,9.8*,3,0.3
COc1ccc(N(CC(=O)N2CCc3ccccc32)S(=O)(=O)c2c(C)nn(C)c2C)cc1,-0.5,0.3,3,2,-3,2,-1.3,2,2.8,2,0.0
Cc1ccc(S(=O)(=O)Nc2nc(C)cc(NCCN)n2)cc1,-1.4,-0.3,-1,0,-4,2,2.8,1,-1.2,-1,4.7*
CCOc1cc(/C=N/n2cnnc2)ccc1O,-1.1,-0.1,-4,0,-1,-1,0.2,0,6.5*,-1,0.0
c1ccc(-n2cnc3ccccc32)cc1,-0.8,0.9,2,6,7,1,11*,3,-1.3,2,2.3

# Four records drawn at random from the list so far, as already listed:
SMILES,ssDAF12 agonist,DAX1 inh-1,ADAM17 inh,NR1D1 modulator,SMARCA2 activ,PLCg1 inh,hgDAF-12 ag,PLCb3 inh,hcDAF12 agonist,MBD2 inh,DAX1 inh-2
COc1ccc(N(CC(=O)N2CCc3ccccc32)S(=O)(=O)c2c(C)nn(C)c2C)cc1,-0.5,0.3,3,2,-3,2,-1.3,2,2.8,2,0.0
c1ccc(-n2cnc3ccccc32)cc1,-0.8,0.9,2,6,7,1,11*,3,-1.3,2,2.3
N=c1n(CCc2ccccc2)c2ccccc2n1Cc1ccccc1F,-1.1,-0.8,-4,2,-2,3,0.6,1,-1.8,2,1.1
O=C(NCCSCc1ccco1)Nc1ccccc1,-0.5,0.6,-1,1,1,3,2.4,2,9.8*,3,0.3

# Next section.
SMILES,ssDAF12 agonist,DAX1 inh-1,ADAM17 inh,NR1D1 modulator,SMARCA2 activ,PLCg1 inh,hgDAF-12 ag,PLCb3 inh,hcDAF12 agonist,MBD2 inh,DAX1 inh-2
COc1ccccc1C(=O)NCC(=O)n1nc(C)cc1C,-0.9,0.0,-3,-6,-1,1,0.8,0,-1.0,-1,1.2
CCCN(CC(=O)Nc1ccccc1OC)C(=O)c1cc2ccccc2o1,-1.1,0.0,-1,-2,-1,-2,-1.9,-1,1.1,-1,-0.3
N#Cc1ccc(OCC(=O)OCC(=O)c2ccc[nH]2)cc1,-0.8,0.0,-2,7,-1,-1,4.5,-3,0.8,0,0.8
CCc1nc2c(c(=O)[nH]1)C(CC)(CC)Cc1ccccc1-2,-0.1,-0.1,-2,11,-1,2,1.0,-5,2.1,-6,3.0
COc1cccc(C(=O)c2c[nH]c(C(=O)NCCCN3CCOCC3)c2)c1,-2.0,-0.7,-1,-3,3,1,2.7,-3,1.5,-2,1.6

# Assay outcomes: PubChem, several laboratories
